High-throughput results from PubChem BioAssay.
L major viab: inhibitors of Leishmania major promastigote growth; inhibition, % at 10 µM; Leishmania major promastigotes, resazurin fluorescence viability; 9% of 200,000 active; in the data active = inhibition above about 50%;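 note: promastigotes grown with compound for 44 hours at 28 °C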
PPARg SRC-2 ag: promotes SRC-2 coactivator recruitment by human PPARgamma. P37231. PPARgamma LBD-SRC-2 recruitment, biochemical. activation, % at 8 µM. 0.34% of 200,000 active; in the data active = activation above about 22%;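 note: 0% = vehicle and 100% = reference agonist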
TR-FRET SRC-2 ct: TR-FRET artefact, counter-screen to PPARgamma/SRC-2 agonist assay. hits give high values. TR-FRET ratio at 8 µM. 0.4% of 200,000 active. AID 1049; in the data active = TR-FRET ratio above about 2000; note: inactives centre near 1500; reference of the scale not given here
RAM inhibit: inhibitors of the yeast RAM network. S. cerevisiae dse1pr::URA3 reporter, 5-FOA growth OD615, 2 d; analog-sensitive cbk1-as2 kinase mutant strain. inhibition, % at 50 µM. 1.8% of 190,000 active. AID 868;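 active = inhibition above a set limit, 3 SD over mean compound inhibition, cut at about 8.4% in these data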;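 note: 0% = DMSO-only wells with no growth and 100% = 10 µM 1-NA-PP1 full growth; inhibition rescues growth on 5-FOA so higher OD means more RAM inhibition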
ROMK mod: modulates human ROMK potassium channel activity. P48048. Tet-inducible ROMK, thallium flux fluorescence; actives lie on both sides. B-score at 10 µM. 2% of 130,000 active;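 active = signal ratio slope over the read window, or its plate-corrected B-score, at least 3 SD from the plate mean, either direction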;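 note: B-score of the F/F0 ratio slope over 7 to 12 s after thallium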
Target sequence (P48048 whole entry, looked up): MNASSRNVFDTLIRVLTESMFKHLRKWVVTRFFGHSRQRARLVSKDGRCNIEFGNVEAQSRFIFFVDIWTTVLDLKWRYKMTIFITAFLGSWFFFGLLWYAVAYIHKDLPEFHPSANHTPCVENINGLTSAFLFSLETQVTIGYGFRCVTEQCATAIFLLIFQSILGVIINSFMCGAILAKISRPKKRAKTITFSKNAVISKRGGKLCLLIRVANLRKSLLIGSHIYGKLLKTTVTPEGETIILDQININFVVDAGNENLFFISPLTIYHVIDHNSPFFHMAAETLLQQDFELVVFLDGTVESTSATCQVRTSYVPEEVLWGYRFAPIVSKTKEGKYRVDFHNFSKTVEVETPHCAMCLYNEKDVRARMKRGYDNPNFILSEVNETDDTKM
bIAP inhibitor: intestinal alkaline phosphatase (bovine) inhibition | purified bovine IAP, CDP-star luminescence, 30 min | inhibition, % at 20 µM | 190,000 tested, under 10 active | AID 1019;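 active = over 50% inhibition of intestinal alkaline phosphatase at 20 µM in the single-dose screen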
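Assay system: bovine IAP enzyme; medium: DEA buffer 100 mM, pH 9.8, with MgCl2 1.0 mM, ZnCl2 0.02 mM; doses: 20 µM single dose; incubation: enzyme reaction for 30 min at room temperature; detection: CDP-star luminescence signal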
DTT redox prof: compounds producing H2O2 with reducing agent – biochemical, NIH compound library profiling, artefact control for MLSCN library redox annotation, primary screen; activation, % at 10 µM; DTT-dependent redox cycling H2O2, phenol red/HRP absorbance; 100% = 100 µM peroxide control, 0% = buffer; 0.03% of 200,000 active;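 active = activation of at least 50% relative to the plate's high and low controls in the primary single-dose screen; inactive = activation below 50%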;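 note: compound incubated with DTT at 0.8 mM final as the reducing agent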
HMGR II inh: E. faecalis class II HMG-CoA reductase inhibition; purified E. faecalis HMGR, NADPH absorbance 340 nm kinetic; inhibition, % at 10 µM; 0.41% of 190,000 active;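 active = inhibition above a set limit, the median over all tested compounds plus 3 SD, cut at about 9.5% in these data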;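 note: enzyme runs in reverse so mevalonate oxidation gives rising NADPH absorbance; 0% = complete reaction with DMSO and 100% = background rate lacking mevalonate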
PPARg SRC1 recr: promotes SRC-1 coactivator recruitment by human PPARgamma | PPARgamma-SRC-1 coactivator recruitment biochemical assay | activation, % at 8 µM | 0.41% of 200,000 active; in the data active = activation above about 19%;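 note: 0% = DMSO and 100% = reference agonist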
PPARg SRC3 recr: agonists of human PPARgamma SRC-3 coactivator recruitment; P37231; biochemical PPARgamma/SRC-3 coactivator recruitment assay; activation, % at 8 µM; 0.26% of 200,000 active; in the data active = activation above about 23%;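 note: 0% = DMSO and 100% = reference agonist; some compounds past the cut are filed as inactive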
S1P3 antag: S1P3 (human) receptor antagonism; 0.27% of 170,000 active; CHO S1P3 NFAT-BLA reporter, FRET fluorescence, antagonist mode; inhibition, % at 4.98 µM; Q99500;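 active = inhibition above the plate cutoff, the mean inhibition of test wells on that plate plus 3 SD, cut at about 28% in these data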;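 note: cells challenged with S1P at its EC80 of 0.8 µM; blue over green emission ratio from cleaved BLA substrate after 4 h stimulation; 0% = S1P-stimulated wells and 100% = unstimulated DMSO-only wells; some compounds past the cut are filed as inactive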
Target sequence (Q99500 whole entry, looked up): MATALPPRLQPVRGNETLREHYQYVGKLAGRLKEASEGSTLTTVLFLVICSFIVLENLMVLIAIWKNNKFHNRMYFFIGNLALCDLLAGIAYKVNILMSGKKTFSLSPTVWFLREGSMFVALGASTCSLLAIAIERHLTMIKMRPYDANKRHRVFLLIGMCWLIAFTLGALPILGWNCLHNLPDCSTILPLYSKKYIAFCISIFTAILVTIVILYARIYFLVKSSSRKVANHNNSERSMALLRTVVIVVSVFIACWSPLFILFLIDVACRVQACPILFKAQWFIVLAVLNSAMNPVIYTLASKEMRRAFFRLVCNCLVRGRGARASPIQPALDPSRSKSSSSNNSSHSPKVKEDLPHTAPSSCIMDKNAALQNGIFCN
Numbers without * were called inactive; · = not tested or not shown.

molecule	L major viab	PPARg SRC-2 ag	TR-FRET SRC-2 ct	RAM inhibit	ROMK mod	bIAP inhibitor	DTT redox prof	HMGR II inh	PPARg SRC1 recr	PPARg SRC3 recr	S1P3 antag
O=C(c1ccc(Br)cc1)N1CCCC1	-5	8	1652	0.9	-0.49	11	0.0	-5	-1	5	·
CCOC(=O)CC1C(C(=O)OCC)ON2OC(C(=O)OC)C(C(=O)OCC)C12 (stereo not drawn)	-4	-2	1679	0.1	0.31	12	-0.1	-1	2	1	·
COc1cc(NC(=O)CN2CCN(c3ccccc3O)CC2)c(C)cc1[N+](=O)[O-]	4	3	1728	0.1	-4.4*	·	0.0	-3	-4	-1	-1
O=C(Nc1ccc(S(=O)(=O)N2CCCC2)cc1)C1CC(=O)N(c2ccccc2)C1 (stereo not drawn)	-3	0	1640	0.5	0.94	-9	-1.2	-6	4	7	-17
Cc1c(/C=N/NC(=O)c2sc3ccccc3c2Cl)cnn1C	6	0	1620	0.1	0.018	-3	-8.8	·	0	8	·
COc1ccc2[nH]c(=O)c(-c3nnn(-c4ccccc4)n3)cc2c1	36	13	1633	2.2	·	7	-0.2	-2	-3	4	-2
Fc1ccc(NC(=S)NCc2cccs2)cc1	15	0	1507	0.0	0.0073	14	0.1	2	-6	2	-2
COc1ccc(OCCNC(=O)Nc2cc(F)c(F)cc2Cl)cc1	3	7	1644	0.9	-2.1	-5	-0.1	1	1	0	-3
CCOC(=O)c1[nH]nc(-c2cc(CC)c(O)cc2O)c1-c1cscn1	7	-1	1577	1.5	·	-56	1.4	-2	0	12	·
O=C(O)CCCCn1c(SCc2ccccc2Cl)nc2ccsc2c1=O	2	0	1653	17*	1	2	-0.7	0	6	3	-14
Cc1ccc(NCc2nnc(SCC(=O)c3ccc4c(c3)OCCO4)o2)c(C)c1	-4	8	1580	0.4	·	10	2.4	-8	9	2	-9
COc1cc2c(cc1OC)CN(C(=O)C(C)(C)C)CC2	3	-13	1394	0.1	-0.061	-2	0.3	-10	3	-9	·

(next part)
molecule	L major viab	PPARg SRC-2 ag	TR-FRET SRC-2 ct	RAM inhibit	ROMK mod	bIAP inhibitor	DTT redox prof	HMGR II inh	PPARg SRC1 recr	PPARg SRC3 recr	S1P3 antag
C=CCN(c1ccccc1OC)S(=O)(=O)c1cccc(C(=O)OCC(=O)c2c[nH]c3ccccc23)c1	97*	1	1511	2.7	0.7	50	0.1	1	-3	2	-6
CCCNC(=O)c1ccc(SC)cc1OC	-7	7	1584	2.9	·	8	-2.4	1	9	0	-23
CC[C@@H](C)[C@H](NC(=O)OC(C)(C)C)c1nnc(S(=O)(=O)Cc2cc(C)ccc2C)o1	-3	-5	1612	4.9	-1.5	-6	0.2	-6	-3	-3	-7
COc1ccc[nH]c1=O	-4	-1	1509	-0.5	0.11	14	2.4	-2	-9	7	·
CN(C)CCN1C(=O)C(O)=C(C(=O)c2cc3ccccc3o2)C1c1cccc(Br)c1 (stereo not drawn)	-6	45*	2387*	0.3	·	7	1.9	2	36*	58*	·
CCOc1cc(C2C(C#N)=C(N)Oc3n[nH]c(-c4ccncc4)c32)cc([N+](=O)[O-])c1O (stereo not drawn)	-4	-3	1593	4.2	1.3	2	-0.3	-1	2	-2	-14
CC(C)c1ccc(S(=O)(=O)N2CCN(CCC(=O)Nc3ccc(N(C)C)cc3)CC2)cc1	-6	12	1620	0.1	·	8	0.3	-2	6	9	-24
Cc1cccc(-n2ccnc2SCC(=O)O)c1C	-4	-11	1778	0.4	0.25	2	-0.6	-5	2	1	-14
O=C(OC(C(=O)Nc1ccc(Cl)cc1C(F)(F)F)c1ccccc1)c1c(Cl)cccc1Cl (stereo not drawn)	9	4	1436	5.9	-0.49	-31	-0.1	-8	-6	-1	8
COc1cc(C(=O)NC(C)Cc2cccs2)cc(OC)c1OC (stereo not drawn)	-4	2	1373	1.9	0.16	-8	-1.8	-2	-2	1	-18
O=C(CN1CCN(S(=O)(=O)c2ccc(Br)cc2)CC1)Nc1ccccc1C(=O)c1ccccc1	31	-5	1418	3.2	·	2	3.8	0	0	1	-7
CCCC(=O)Nc1nc2ccc(OCC)cc2s1	15	8	1701	0.9	·	9	-0.8	-9	8	4	-5

The list goes on:
molecule	L major viab	PPARg SRC-2 ag	TR-FRET SRC-2 ct	RAM inhibit	ROMK mod	bIAP inhibitor	DTT redox prof	HMGR II inh	PPARg SRC1 recr	PPARg SRC3 recr	S1P3 antag
O=C(N/N=C1\CCc2ccccc21)c1ccccc1Cl	-3	3	1721	3.0	-0.25	14	0.2	-4	6	1	-2
COC(=O)c1[nH]c2ccccc2c1NC(=O)Oc1ccccc1	-7	8	1402	-0.1	0.0099	7	2.0	-7	6	13	-16
COc1ccc(/C=N/Nc2nnc(-c3ccccc3)c(=O)[nH]2)cc1	0	8	1624	3.7	·	-35	0.5	1	7	-1	-14
Cc1ccc(NC(=O)COC(=O)CCC(=O)c2cccs2)cc1	-2	8	1662	2.0	-1.3	3	-0.3	-1	3	5	6
Nc1nc(Cn2nnc(-c3ccccc3Cl)n2)nc(N2CCOCC2)n1	-6	2	1692	3.9	-0.24	8	0.4	-5	-2	2	-1
CN(/N=C/c1cccnc1)C1=NS(=O)(=O)c2ccccc21	2	4	1547	5.8	·	27	0.1	-3	-2	-3	3
CCCCCOC(=O)C(C)Sc1n[nH]c(=O)[nH]c1=O (stereo not drawn)	5	2	1532	0.0	-0.8	1	-1.6	-1	8	1	-19
O=C(Cn1[nH]c(=O)c2ccccc2c1=O)NC1CCN(Cc2ccccc2)CC1	69*	8	1603	-1.4	·	13	1.6	-2	-3	5	-7
CC(=O)Nc1ccc(C(=O)Nc2cccc(-c3cnc4ccccc4n3)c2)cc1	-2	4	1460	0.2	·	18	-1.2	-3	9	4	-15
CC1CN(c2nnnn2-c2ccccc2)CC(C)O1 (stereo not drawn)	15	9	1422	1.7	·	7	0.4	-3	-2	-7	9
CCOCCCNC(=O)C(NC(=O)c1ccc2c(c1)OCO2)c1ccc(OC)cc1 (stereo not drawn)	-2	1	1586	-1.1	-0.054	2	-0.3	-2	4	-4	·
Cc1cccc(NC(=O)c2cc(Cl)sc2Cl)c1C	-3	-1	1684	0.9	·	17	0.8	-5	4	2	2

New compounds follow.
molecule	L major viab	PPARg SRC-2 ag	TR-FRET SRC-2 ct	RAM inhibit	ROMK mod	bIAP inhibitor	DTT redox prof	HMGR II inh	PPARg SRC1 recr	PPARg SRC3 recr	S1P3 antag
Cc1ccc(-n2[nH]c3c4c(ccc3c2=O)C(=O)c2ccccc2C4=O)cc1	-4	5	1577	-0.5	·	8	1.1	-5	-6	5	4
COc1ccc(S(=O)(=O)N(C)C)cc1NC(=O)CSc1nncs1	9	-7	1527	-0.8	0.086	1	-0.7	-3	4	0	-12
O=C(O/N=C/C1=C(Cl)c2ccccc2CC1)c1ccc(F)cc1	2	-1	1507	9.5*	-0.056	18	0.3	2	-4	-2	·
CNS(=O)(=O)c1cc(N(C)S(=O)(=O)c2ccc(C)cc2)c(C)cc1C	4	6	1747	10*	-1.5	-9	-0.3	-3	7	1	-8
COc1cccc(Nc2nc(-c3sc(NC(=O)c4ccco4)nc3C)cs2)c1	35	9	1733	1.7	·	0	15	-11	9	11	·
CCc1ccc(Nc2nc(N)nc(CSc3nnnn3-c3ccccc3)n2)cc1	31	10	1636	5.5	·	-2	-0.7	-4	8	2	-11
O=C(N/N=C/c1cn(Cc2ccccc2)c2ccccc12)c1cccnc1	37	6	1841	0.2	·	18	0.0	-6	-1	8	28*
CCOC(=O)C1CCCN(C(=O)c2ccc(CNc3c(N4CCC(C)CC4)c(=O)c3=O)cc2)C1 (stereo not drawn)	-6	-3	1524	0.5	·	2	0.3	-7	5	8	13
CCOC(=O)c1[nH]c2ccc(OC)cc2c1NC(=O)OC	7	-1	1400	-0.3	·	4	2.8	0	6	-8	16
CCCc1nc(SCC(=O)NNC(=O)C2CCCCC2)c2ccccc2n1	-6	12	1584	-0.4	·	-23	2.0	-6	4	-8	·
COC(=O)c1sc(NC(=O)COc2ccccc2OC)nc1C	-3	9	1549	4.8	·	16	4.5	-7	1	0	22
CC(C)Cc1ccc(/C=C/C(=O)NC2CC2)cc1	4	-4	1585	0.4	-0.27	-12	0.0	-4	2	-2	0

Continued.
molecule	L major viab	PPARg SRC-2 ag	TR-FRET SRC-2 ct	RAM inhibit	ROMK mod	bIAP inhibitor	DTT redox prof	HMGR II inh	PPARg SRC1 recr	PPARg SRC3 recr	S1P3 antag
CCn1c(-c2ccc(F)cc2)n[nH]c1=S	-8	2	1478	1.3	·	14	-2.5	0	10	2	5
CCOC(=O)CSC1=NC(=O)/C(=C\c2ccc(OC(C)=O)cc2)S1	-1	1	1568	-1.1	·	17	-1.9	-4	7	2	·
COc1ccc(-n2c(SCc3ccccn3)nc3c(c2=O)SCC3)cc1OC	-1	-3	1515	0.4	0.073	-3	-0.3	-4	4	1	5
CC(C)(C)[C@@H]1C=C(C(=O)N2CCN(Cc3ccccc3)CC2)O[C@H](OCc2ccc(CO)cc2)C1	34	-7	1313	-1.0	·	-19	0.9	-3	-8	0	-6
CSCCC(NS(=O)(=O)c1ccc2c(c1)oc(=O)n2C)C(=O)NC1CCN(Cc2ccccc2)CC1 (stereo not drawn)	-1	-5	1414	3.9	0.5	-7	1.1	4	10	1	8
CCOC(=O)c1ccccc1NC1OC(=O)c2ccccc21 (stereo not drawn)	-2	1	1563	2.0	0.017	7	2.0	0	5	-6	16
N#Cc1cnc2c(-c3ccccc3)c(-c3ccccc3)nn2c1N	20	-2	1412	0.9	0.29	-6	-0.1	0	-3	2	13
O=C(N/C(=C/c1ccc(Cl)cc1)c1nc2ccccc2[nH]1)c1ccco1	39	-2	1390	-0.3	·	7	-3.5	-4	-12	0	·
COc1ccc(-c2occ(C(=O)O)c2C(=O)O)cc1	-3	-3	1419	0.5	1	0	0.2	-5	0	-6	·
CC(C)CC(=O)Nc1ccc(OCC(=O)O)cc1	-1	4	1493	2.2	·	8	-0.7	3	-1	-1	-24
C=CCNC(=S)N1CCN(CCN=CC2=C(O)CC(c3cccs3)CC2=O)CC1 (stereo not drawn)	-8	6	1483	0.9	0.56	-8	0.0	-3	5	-7	·
Cc1ccc(C2=CSC3=NS(=O)(=O)CCN23)cc1	8	-2	1480	0.4	-0.19	0	0.0	-5	-1	-4	-20
CCc1ccccc1NC(=O)Cn1c(=O)n(-c2ccc(CC(=O)NCC3CCCO3)cc2)c(=O)c2ccccc21 (stereo not drawn)	-8	4	1547	0.6	-0.13	-23	-0.8	-4	5	4	4
CC(C)c1ccc(NC(=O)c2ccc(Br)o2)cc1	8	1	1577	-1.0	·	-3	-0.3	-2	2	-4	·
